Screening results (PubChem)
SUMO1-SIM PPI: alters human SUMO1 binding to SIM partners. SUMO1 binding to a labelled peptide, TR-FRET, 1 h. AID 602429. hit rate 0.33% among 360,000. P63165. inhibition, % at 20 µM; in the data active means inhibition above about 37%
Target sequence (P63165 whole entry, looked up): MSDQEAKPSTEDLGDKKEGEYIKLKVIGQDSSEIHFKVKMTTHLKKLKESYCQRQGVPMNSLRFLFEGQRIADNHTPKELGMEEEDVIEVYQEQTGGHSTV
LMPTP block: blocks human LMPTP phosphatase; P24666; recombinant LMPTP-A, OMFP fluorogenic substrate, fluorescence intensity; inhibition, % at 20 µM; hit rate 0.22% among 360,000; AID 651560;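 active means compounds that cut the enzyme signal by at least half of the control window in the single-dose screen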;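 further: plate controls were DMSO wells with enzyme plus substrate for no effect and substrate without enzyme for full effect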
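Assay system: LMPTP-A enzyme. Input: 0.625 nM LMPTP-A final. Probe or stimulus: 400 µM OMFP. Compound dosing: single 20 µM dose. Schedule: 50 min dark incubation at room temperature. Detection: fluorescence intensity of OMFP turnover product. Read-out: percent inhibition versus substrate-only and uninhibited controls. Benchmarks: no-enzyme low control, uninhibited high control.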
SKN-1 block: inhibitors of C. elegans SKN-1; inhibition, % at 21.8 µM; hit rate 0.49% among 360,000; C. elegans VP596 Pgst-4::GFP/RFP ratio, acrylamide-induced, 24 h;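 active means interference check ratio from 0.5 to 1.5 plus GFP to RFP signal ratio inhibition reaching or exceeding a fixed threshold, cut at about 30% in these data, passing the limit was not always enough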; further: some compounds called inactive have numbers as strong as hits
DNMT1 block: blocks human DNA methyltransferase DNMT1; hit rate 0.83% among 360,000; inhibition (reported as % activation of signal), % at 10 µM; DNMT1 molecular beacon, Hinp1I cleavage, fluorescence; P26358; AID 588458; in the data active means inhibition above about 50%
Scp-1 inhibitor: inhibitors of human Scp-1 phosphatase | inhibition, % at 20 µM | hit rate 0.88% among 340,000 | Recombinant Scp1, phosphopeptide, malachite green phosphate absorbance;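 active means inhibition above about 50% at 20 µM, limit read from the data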;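 further: plate controls were DMSO wells with enzyme for no effect and wells lacking enzyme for full effect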
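Test system – truncated SCP-1 phosphatase (76-261aa) · Reagent – Phosphorylated 17-residue peptide substrate · Incubation – 45 min room-temperature reaction, 5 min colour, 30 min stabiliser · Detection – colorimetric phosphate reagent with accelerator and stabiliser, absorbance at 630 nm · Measure – % inhibition at 20 µM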
STEP inh: inhibitors of human striatal-enriched phosphatase STEP. inhibition, % at 20 µM. hit rate 0.25% among 360,000. recombinant STEP, OMFP fluorogenic substrate, fluorescence;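 active means inhibition at 20 µM, scaled per plate between control wells, above about 37%, limit read from the data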;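 further: 0% = DMSO with enzyme and substrate and 100% = substrate only without enzyme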
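Measure: Control-normalized % inhibition with plate pattern correction | Test system: STEP phosphatase, cell-free reaction | Medium: pH 6.0 Bis-Tris with DTT and Tween 20 | Technique: Fluorescence, 480/540 nm | Times: Reaction 20 min, ambient temperature | Doses: Single compound dose of 20 µM, 1% DMSO final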
Neddyl block: blocks human cullin neddylation. P61081+Q13564. TR-FRET cullin neddylation, biochemical. calls only at 25 µM. hit rate 0.58% among 360,000. AID 651699; in the data active means inhibition above about 36%
NadD block: NadD (S. aureus) enzyme inhibition | purified NadD enzyme, colorimetric absorbance read-out | inhibition, % at 20 µM | hit rate 0.78% among 360,000 | AID 602399; in the data active means inhibition above about 26%; further: some compounds past the cut are filed as inactive
TbMetRS inhib: Trypanosoma brucei MetRS inhibition; purified T. brucei MetRS, ATP depletion, Kinase-Glo luminescence; inhibition, % at 11.9 µM; hit rate 0.4% among 360,000; AID 624268;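 active means inhibition above a per-plate cutoff of the control wells' mean inhibition plus 3 SD, cut at about 5.5% in these data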;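 further: 0% = DMSO wells median and 100% = median of wells with control inhibitor compound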
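Test system: purified T. brucei MetRS enzyme. Also added: ATP, methionine and E. coli bulk tRNA substrates. Compound: 11.9 µM single point. Schedule: 15 min enzyme-compound preincubation, 2 h reaction, 10 min detection, 25 °C. Signal: luciferase luminescence of residual ATP, Kinase-Glo. Evaluation: percent inhibition versus plate control medians. Controls: DMSO wells, low control.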
CendR NRP1 mod: alters CendR peptide binding to human NRP-1 | AID 602438 | hit rate 0.85% among 360,000 | O14786 | FAM-RPARPAR peptide binding to NRP-1, fluorescence polarization | inhibition, % at 25 µM;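 active means inhibition or corrected inhibition above about 18%, plus a signal ratio from 0.5 to 1.5, limit read from the data, passing the limit was not always enough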; further: strong numbers were not always called active
Target sequence (O14786 whole entry, looked up): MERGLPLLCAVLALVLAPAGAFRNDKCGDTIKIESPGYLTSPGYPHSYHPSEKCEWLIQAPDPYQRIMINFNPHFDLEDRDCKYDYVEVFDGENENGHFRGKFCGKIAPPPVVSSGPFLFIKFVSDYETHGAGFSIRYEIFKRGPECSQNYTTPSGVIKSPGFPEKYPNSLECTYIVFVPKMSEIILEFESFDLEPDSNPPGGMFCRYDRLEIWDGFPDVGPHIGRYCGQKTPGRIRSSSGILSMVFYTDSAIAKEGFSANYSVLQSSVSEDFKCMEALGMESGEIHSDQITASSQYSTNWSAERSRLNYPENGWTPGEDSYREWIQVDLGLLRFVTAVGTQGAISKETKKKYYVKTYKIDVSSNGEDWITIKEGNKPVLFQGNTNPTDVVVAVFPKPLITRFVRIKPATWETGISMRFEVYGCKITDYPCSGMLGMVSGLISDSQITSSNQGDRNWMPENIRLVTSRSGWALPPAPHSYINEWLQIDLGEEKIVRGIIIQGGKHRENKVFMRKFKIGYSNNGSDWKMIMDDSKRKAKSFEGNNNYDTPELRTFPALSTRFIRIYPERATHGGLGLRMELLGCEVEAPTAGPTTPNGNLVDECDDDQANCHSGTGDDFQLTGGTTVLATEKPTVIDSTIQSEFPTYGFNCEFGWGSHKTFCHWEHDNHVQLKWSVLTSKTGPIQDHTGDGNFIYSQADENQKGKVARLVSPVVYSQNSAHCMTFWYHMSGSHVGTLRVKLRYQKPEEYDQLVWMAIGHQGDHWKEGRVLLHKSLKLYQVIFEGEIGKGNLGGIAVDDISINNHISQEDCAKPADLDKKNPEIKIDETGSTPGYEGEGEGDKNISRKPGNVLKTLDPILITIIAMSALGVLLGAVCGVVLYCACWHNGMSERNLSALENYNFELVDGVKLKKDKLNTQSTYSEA
* hit, by the source's call; i = inactive; . = no result given; + = active, no number.

SMILES	SUMO1-SIM PPI	LMPTP block	SKN-1 block	DNMT1 block	Scp-1 inhibitor	STEP inh	Neddyl block	NadD block	TbMetRS inhib	CendR NRP1 mod
COC(=O)c1cc2ccsc2n1Cc1ccccc1F	4	0.8	5	-3	-12	-6	i	-6	-0.1	3
O=C(Nc1ccc(F)c(Cl)c1)c1cc(C2CCCCN2C(=O)c2cccs2)on1 (stereo not drawn)	4	3.7	-10	-5	.	2	i	-7	-0.2	4
Cn1c(CCCOc2ccc(Cl)cc2Cl)nnc1SCC(=O)Nc1nccs1	6	0.7	1	-3	8	3	i	2	1.0	-7
COc1cc(CCC(=O)N2CCN(c3ccccc3)CC2)cc(OC)c1OC	-3	-0.7	8	2	-2	-1	i	-2	-0.4	-8
Cc1occc1C(=O)Nc1sccc1C(N)=O	3	1.6	4	7	-4	0	i	4	0.2	-4
CN1CCN(CCC(=O)Nc2ccccc2Cl)CC1	-3	-2.4	-10	-2	-2	0	i	-5	0.1	11
CC(=O)N(C(C)=O)S(=O)(=O)c1ccc(N=NN2CCCCC2)cc1	-1	-1.5	14	3	-4	0	i	-4	-0.1	-11
CCOc1ncccc1C(=O)Nc1nnc(C2CC2)s1	5	2.2	7	-1	-2	1	i	-5	0.1	-9
COc1ccc(NC(=O)CN(C)CC(=O)Nc2cccc(S(=O)(=O)N(C)c3ccccc3)c2)cc1	23	-0.6	8	-6	-1	-2	i	4	-0.9	-10
COc1ccc(/C=N/NC(=O)CC(=O)NCCc2ccccc2)cc1OC	2	0.9	-1	9	-1	-2	i	0	-1.7	3
Cc1ccc(C(=O)Nc2nnc(CC(=O)N/N=C/c3ccc(O)c(O)c3)s2)cc1	96*	24	-3	15	31	6	i	37*	0.9	-18
Cc1ccc2[nH]c3nc(SCCN4CCOCC4)nnc3c2c1	5	3.2	-3	2	-5	1	i	-3	4.9	-9
Cc1cccc(C(=O)NCCCNC(=O)c2ccco2)c1	-3	0.2	19	2	-6	-3	i	-2	-0.2	8
CC(C)c1ccc(S(=O)(=O)N2CCN(C(=O)C3CCN(C(=O)c4ccc(F)cc4)CC3)CC2)cc1	-1	-0.5	-5	1	-4	1	i	5	-0.7	14
Cc1cc(C(=O)Cn2c(CO)nc3ccccc32)c(C)n1C	1	4.0	8	-14	3	2	i	0	0.0	-12
COc1ccccc1N=Nc1c(C)[nH]n(-c2ccccc2)c1=O	-7	2.0	12	0	-4	1	i	-10	-0.5	6
COc1ccc(NC(=O)CCS(=O)(=O)c2ccc3c(c2)CCCN3C(C)=O)cc1	-1	-2.3	10	2	-6	-13	i	-1	-0.7	8
O=C(Nc1ccc(Cl)c(C(=O)N2CCOCC2)c1)c1ccccc1	4	-1.1	2	-2	-7	-1	i	-16	0.2	-6
Cc1ccccc1C(=O)N=c1sccn1C	-3	-0.3	-5	0	3	-1	i	6	-0.9	-1
N/C(=N\OC(=O)c1ccccc1[N+](=O)[O-])c1cccnc1	-29	-0.8	-5	1	-7	-2	i	6	-0.1	-4
CSCCC(NC(=O)c1ccco1)c1nc2ccccc2[nH]1 (stereo not drawn)	-2	1.0	11	2	-2	-1	i	4	0.3	9
CCc1ccc(NC(=S)N(CCN(C)C)C(C)c2ccncc2)cc1 (stereo not drawn)	-2	-4.8	-5	2	-13	1	i	-7	-0.7	4
COC(=O)C1C2C=CC3(CN(C(C)C)C(=O)C13)O2 (stereo not drawn)	2	-0.7	14	-1	-1	0	i	0	-0.5	1
N#Cc1ccc(OCC(=O)NCC2(N3CCCCC3)CCCCC2)cc1	1	-1.9	-2	-2	0	14	i	0	0.7	0
COc1ccc(/C=N/NC(=O)c2ccc(COc3cccc4cccnc34)cc2)cc1O	-1	10	11	-7	9	0	i	23	-0.3	0

Three compounds from above with just DNMT1 block, CendR NRP1 mod and Neddyl block:
canonical_smiles,DNMT1 block,CendR NRP1 mod,Neddyl block
CCc1ccc(NC(=S)N(CCN(C)C)C(C)c2ccncc2)cc1 (stereo not drawn),2,4,i
COC(=O)C1C2C=CC3(CN(C(C)C)C(=O)C13)O2 (stereo not drawn),-1,1,i
N#Cc1ccc(OCC(=O)NCC2(N3CCCCC3)CCCCC2)cc1,-2,0,i

Next part:
SMILES	SUMO1-SIM PPI	LMPTP block	SKN-1 block	DNMT1 block	Scp-1 inhibitor	STEP inh	Neddyl block	NadD block	TbMetRS inhib	CendR NRP1 mod
CC(C)Oc1ccc(C(=O)N/N=C/c2ccc(-c3ccc(S(=O)(=O)Nc4ncccn4)cc3)o2)cc1	23	1.0	0	20	-18	0	+	35*	-0.4	-129
Cc1ccc(C(CCN(Cc2ccccc2)C(=O)c2ccco2)c2ccco2)cc1 (stereo not drawn)	3	5.1	3	56*	10	2	i	38*	-0.7	-39
Cc1ccccc1-c1nc(NCC2CC2)nc2ccsc12	-7	1.7	-15	8	.	2	i	5	-0.3	-7
CSc1ccccc1NC(=S)Nc1ccccc1C(F)(F)F	3	-2.7	-7	8	-7	2	i	3	0.1	0
Cc1cc2cccc(C)c2nc1SCC(=O)NNC(=O)c1ccco1	0	-1.2	9	0	-4	2	i	-4	-0.1	1
CCC[N+]1(CC#CC2(O)CCCCC2)CCOCC1	-2	-0.6	-8	3	59*	-3	i	18	-0.2	-2
COc1ccc(-c2nc3ccccc3c(=O)o2)cc1OC	24	0.0	6	-2	-5	-2	i	-3	0.5	-7
Nc1c(C(=O)NCc2cccs2)nnn1CC(=O)Nc1cccc(Cl)c1	4	-0.9	-13	5	-5	-2	i	-1	0.4	-4
COc1ccc(C=O)cc1Cn1ccnc1	-4	-0.5	-5	2	-1	0	i	0	-0.5	8
O=C(Nc1cccc(S(=O)(=O)NC2=NCCC2)c1)c1cn(-c2ccccc2)nc1-c1ccc(F)cc1	1	3.3	11	-9	0	0	i	-14	0.1	4
COc1ccccc1/C=C1\SC(=S)N(CCC(=O)NNC(=O)c2ccccc2O)C1=O	1	0.7	2	-1	-9	0	i	32*	1.0	5
COc1ccc(NC(=O)COC(=O)/C=C/c2cccs2)c(OC)c1	-26	0.4	17	-8	-8	-2	i	-3	-0.5	6
COc1cccc(NC(=O)CN2CCC(C)CC2)c1	4	-0.4	0	0	-2	1	i	0	-0.2	-2
COCCSc1ccccc1C(=O)N1CCN(c2ccccc2OC)CC1	5	-0.7	-7	-1	-15	1	i	-3	-0.6	8
O=C1NC[C@H](Cc2ccc(O)cc2)N(C[C@@H]2CCCN2C[C@H](Cc2ccc(O)cc2)N2C[C@H](Cc3ccccc3)N(CC3CCCCCC3)C(=O)C2=O)C1=O	17	28	5	.	.	.	i	45*	0.7	4
Cc1ccc(NC(=O)CSCC(=O)Nc2sccc2C#N)cc1	6	0.2	9	-4	-6	0	i	3	1.0	-24
CCCOC(=O)C1[C@H]2C(=O)N(Cc3ccco3)C[C@]23C=C[C@H]1O3 (stereo partly drawn)	0	-1.6	-14	-3	-2	-2	i	10	-0.1	0
COc1ccc(-c2csc(Nc3ccc(Oc4ccccc4)cc3)n2)cc1	7	3.0	12	-37	.	-2	i	1	-0.4	4
COc1cc(C(=O)Nc2ccc(C(=O)c3cccs3)cc2)cc(OC)c1OC	-6	2.7	0	-1	-11	2	i	-8	-0.2	1
Cc1c(C)n(C(=O)CN2CCC(C)CC2)c2ccccc12	0	-1.3	-6	2	4	0	i	-3	-1.7	3
Cc1ccc(C(=O)NN2C(=O)c3ccc(S(=O)(=O)c4ccc(C(=O)O)cc4)cc3C2=O)cc1	4	-1.3	12	1	1	-1	i	-5	-0.1	-34
COc1cc(OC)cc(-c2c(-c3cccs3)c3cc(-c4ccc5c(c4)OCCO5)ccc3n2C)c1	-13	3.6	9	-6	-11	2	i	18	0.6	-30
Cc1cc(OCCn2ccnc2)cc(C)c1Cl	1	-0.1	3	1	-1	-1	i	-2	-0.9	5
O=Cc1c(N2CCN(CCO)CC2)nc2ccccn2c1=O	-17	-2.5	6	1	3	-2	.	-4	-1.5	9
Cc1cc(C)c(C#N)c(SCC(=O)C(C)(C)C)n1	-3	-0.5	8	2	-6	-2	i	0	-0.5	-6

Exported comma-delimited: entries from further up.
molecule,SUMO1-SIM PPI,LMPTP block,SKN-1 block,DNMT1 block,Scp-1 inhibitor,STEP inh,Neddyl block,NadD block,TbMetRS inhib,CendR NRP1 mod
COc1ccc(/C=N/NC(=O)CC(=O)NCCc2ccccc2)cc1OC,2,0.9,-1,9,-1,-2,i,0,-1.7,3
Cc1ccc(C(=O)Nc2nnc(CC(=O)N/N=C/c3ccc(O)c(O)c3)s2)cc1,96*,24,-3,15,31,6,i,37*,0.9,-18
Cc1ccc2[nH]c3nc(SCCN4CCOCC4)nnc3c2c1,5,3.2,-3,2,-5,1,i,-3,4.9,-9

Carrying on.
SMILES	SUMO1-SIM PPI	LMPTP block	SKN-1 block	DNMT1 block	Scp-1 inhibitor	STEP inh	Neddyl block	NadD block	TbMetRS inhib	CendR NRP1 mod
Cc1nnsc1C(=O)NNc1ccc(C(C)(C)C)cc1	-3	-1.9	2	-2	-4	3	i	2	-0.7	2
COc1cccc(NC2=CC(=O)CC(C)(C)C2)c1	1	-1.9	-6	4	2	-2	i	-2	-0.9	4
CCOc1ncccc1C(=O)OCC(=O)c1cc(OC)ccc1OC	-1	0.5	5	-6	-10	-6	i	-4	-0.4	-2
C#CCOCCOCCOCCNc1nc(N2CCN(C(=O)CCCCCCCCCCNC(=O)[C@H]([C@@H](C)CC)n3cc(CCCCN=C(N)N)nn3)CC2)nc(N2CCN(C(=O)CCCCCCCCCCNC(=O)[C@H](CO)n3cc(CCCCCN)nn3)CC2)n1	47*	6.2	4	-81	35	14	i	36*	-0.5	28*
Fc1ccc(CSc2nc3ccccc3[nH]2)c2ccccc12	-1	4.8	12	-5	-7	-1	i	-1	4.8	20
O=C(NCCO)c1c(-c2ccc3c(c2)OCO3)noc1-c1ccsc1	-1	-0.8	6	3	8	-1	i	1	0.9	-10
O=C(NCc1ccccc1)OCCN1CCN(Cc2ccccc2)CCC1=O	0	0.9	6	1	0	0	i	1	-0.1	10
OC(c1ccccc1)c1nc(-c2cnc3ccccc3c2)cs1 (stereo not drawn)	-21	-1.5	22	0	.	0	i	-8	0.0	-18
Cc1cc(=S)nc(-c2ccccn2)[nH]1	4	-0.4	4	10	-4	-1	i	-6	3.9	5
Cc1ccc(C(=O)NCCNS(C)(=O)=O)cc1	0	-1.7	3	2	-1	0	i	2	-0.2	4
O=c1cc(Cl)nc2ccccn12	-1	-1.2	8	1	-13	-3	i	-5	-0.2	10
COc1cc(OC)cc(C(=O)Nc2ccc(-c3nc4ccccc4o3)c(O)c2)c1	-10	2.5	14	9	-9	0	i	1	-0.5	-45
COc1cc(NC(=O)C2CCCN2S(=O)(=O)c2cccc3cccnc23)cc(OC)c1OC (stereo not drawn)	-5	-1.0	8	5	-6	3	i	7	0.1	-11
